# KAT2A inh: inhibitors of human GCN5L2 histone acetyltransferase; Q92830; GCN5L2 HAT assay, ThioGlo1 CoA-SH fluorescence; Potency, µM (top dose mostly 58.9 µM), for the others: at the highest dose activity change, negative = inhibition, hits mostly inhibitors; actives 0.21% (n = 390,000); AID 504327
# Target sequence (Q92830 whole entry, looked up): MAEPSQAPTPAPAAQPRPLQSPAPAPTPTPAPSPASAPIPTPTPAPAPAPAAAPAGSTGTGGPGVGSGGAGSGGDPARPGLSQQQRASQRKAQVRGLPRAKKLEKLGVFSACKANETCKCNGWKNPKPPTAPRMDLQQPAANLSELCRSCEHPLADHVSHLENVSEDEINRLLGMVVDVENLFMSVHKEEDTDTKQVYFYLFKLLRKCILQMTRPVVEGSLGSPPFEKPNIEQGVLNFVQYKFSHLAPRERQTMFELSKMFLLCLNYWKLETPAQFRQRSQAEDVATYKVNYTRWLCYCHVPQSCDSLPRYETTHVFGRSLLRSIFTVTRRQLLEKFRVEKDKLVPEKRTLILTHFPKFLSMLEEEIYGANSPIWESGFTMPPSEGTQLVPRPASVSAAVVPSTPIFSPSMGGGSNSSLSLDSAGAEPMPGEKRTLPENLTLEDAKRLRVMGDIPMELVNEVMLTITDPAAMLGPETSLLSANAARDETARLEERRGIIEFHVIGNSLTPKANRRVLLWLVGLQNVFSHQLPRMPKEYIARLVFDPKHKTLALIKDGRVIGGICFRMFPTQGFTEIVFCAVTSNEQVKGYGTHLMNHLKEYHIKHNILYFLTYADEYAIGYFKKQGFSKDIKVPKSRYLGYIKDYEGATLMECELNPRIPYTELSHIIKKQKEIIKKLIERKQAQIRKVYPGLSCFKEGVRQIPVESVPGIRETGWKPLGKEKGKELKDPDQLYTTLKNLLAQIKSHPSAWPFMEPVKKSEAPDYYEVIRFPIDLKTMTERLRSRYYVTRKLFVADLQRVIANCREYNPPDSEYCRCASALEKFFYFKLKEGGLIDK
#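 Preincubate 20nM GCN5L2 with compound 15 min, RT → add 50uM ThioGlo1 + 75uM H3(1-25) + 70uM acetyl-CoA → read fluorescence 0 and 20 min. Primary qHTS; fluorescent artifacts likely.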
# N370S GC mod: N370S glucocerebrosidase modulation, Gaucher chaperone candidate; P04062; N370S GC spleen homogenate, 4MU-glucoside fluorescence; Potency, µM (doses to about 59.4 µM), for inactives: at the top dose activity change, negative = inhibition, hits mostly inhibitors; actives 0.092% (n = 330,000); AID 2101;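 further: 0% = full enzyme activity and -100% = no enzyme basal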
# FEN1 inhibitor: blocks human flap endonuclease 1; Recombinant FEN1 flap cleavage, fluorescence, 15 min; Potency, µM (series often up to 114 µM), inactives show top-dose activity change, negative = inhibition, usual class: inhibitors; actives 0.35% (n = 390,000); further: nearly all actives have a fitted effect of over 65% in size
#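 Potency values derive from four-parameter Hill fits of normalized qHTS data. The reaction used 10 nM FEN1 preincubated 15 min at room temperature with compound, then 50 nM DNA substrate, read at 0 and 15 min.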
# * hit, by the source's call; ? = inconclusive; . = no result given; & = joins results of further samples; [ ] = remark or other dose. The call rests on the fitted dose curve; in most records, active means well fitted curve in the direction sought with a large enough effect; inconclusive means small, poorly fitted or top-dose-only effect, or another doubt; inactive means no such curve, though single readings can be large; an effect the other way counts as inactive or inconclusive. Unless noted, on the % scale 0 is the no-effect control and ±100 the full control effect; potency means the concentration at half of the fitted maximal effect.
# Every second line gives: N370S GC mod | KAT2A inh | FEN1 inhibitor
COc1nc(N/N=C/c2cc3c(cc2Br)OCO3)nc(N2CCOCC2)n1
  ? | -16% | -10%
CC(C)NC(=O)CSc1nc2ccccc2n1-c1ccccc1
  2% | 3% | 11%
COC(=O)Cc1ccc(NC(=S)NCCCN2CCOCC2)cc1
  -1% | -11% | 3%
CCN(CC)CCCNc1oc(/C=C/c2ccc(OC)c(OC)c2)nc1C#N
  . | -14% | -21%
CCCCCCCCN1C(=O)N(C)C(N(O)C(=O)NC)C1(C)C (stereo not drawn)
  -2% | 4% | 0%
CCCCCCCCC1=NCCc2c1[nH]c1ccccc21
  0% | 6% | 1%
CC(C)(C)NC(=O)c1ccccc1NC(=O)c1ccc2c(c1)OCO2
  16% | 2% | -1%
Cc1c(C(=O)NC2CCCc3ccccc32)oc2ccc(S(=O)(=O)N3CCCCC3)cc12 (stereo not drawn)
  1% | 1% | 34%[activator]
CC[C@H](NC(=O)[C@H](CCCN=C(N)N)NC(=O)[C@H](Cc1c[nH]c2ccccc12)NC(=O)[C@@H](N)CS)C(=O)N[C@@H](CCCN=C(N)N)C(=O)N[C@@H](Cc1ccc(O)cc1)C(N)=O
  1% | ? | .
CCCNC[C@H](O)COc1ccccc1C(=O)CCc1ccccc1
  -7% | 10%[21.4 µM] | .

# Every second line gives: N370S GC mod | KAT2A inh | FEN1 inhibitor
COc1ccc(C2=NN(C(=O)c3ccccc3)C(c3ccc(OC)c(OC)c3)C2)cc1OC (stereo not drawn)
  ? | -4% | -1%
COc1cc(=O)n2c(n1)SCCC2
  4%[12.8 µM] | -5% | 10%
C=CCSc1nc2c(cnn2-c2ccccc2)c(=O)n1N
  1% | -17% | 1%
Cc1cc(C)nc(SCCCNCc2c(F)cccc2Cl)n1
  -7% | -11% | 18%
CCCN1C(=O)/C(=C\C=C2\N(CC)c3ccccc3C2(C)C)SC1=S
  9% | -22% | ?
CCOc1ccc(NS(=O)(=O)c2ccc(NS(C)(=O)=O)cc2)cc1
  5% | -6% | 21%
O=C(O)CN(CCO)CCN(CC(=O)O)CC(=O)O
  -6% | 2% | .
NS(=O)(=O)c1cccc(NC(=O)CCN2C(=O)C3CCCCC3C2=O)c1 (stereo not drawn)
  . | 3% | 12%
CC(=O)Oc1c(C)c(=O)n(C)c2ccccc12
  3% | -2% | 2%
CCOC(=O)C1CCCN(S(=O)(=O)c2ccc3c(c2)NC(=O)CO3)C1 (stereo not drawn)
  3% | -23% | 7%

# Every second line gives: N370S GC mod | KAT2A inh | FEN1 inhibitor
CC(=O)C1=C(C)Nc2ncnn2C1c1ccc(O)cc1 (stereo not drawn)
  -20% | 3% | -3%
CCN(CC)C(=O)Cn1cc(S(=O)(=O)CC(=O)NCCc2ccc(OC)c(OC)c2)c2ccccc21
  8% | -1% | 4%
C=CCNC(=S)NNC(=O)c1ccc(OC(C)C)cc1
  9% | -5% | -3%
C=CCc1c(C)nc(C)nc1N/N=C/c1ccccc1O
  -23% | 1% | -11%
Cc1cccc(-c2nnc(SCC#N)n2-c2ccccc2)c1
  7% | 0% | -6%
COc1cc(C(=O)NNC(=O)c2ccc(NC(C)=O)cc2)cc(OC)c1OC
  -2% | 1% | 0%
CC(C)=C1SC(N2CCN(c3cccc(C(F)(F)F)c3)CC2)=NC1=O
  16% | -2% | 1%
C=C(C)CNC(=S)Nc1cccc(S(=O)(=O)NC2=NCCC2)c1
  19% | -10% | 4%
O=C(Nc1nnc(C2CCCCC2)s1)c1cccs1
  25% | -2% | -1%
COc1ccc(CCC(=O)N(C)CC(=O)Nc2ccc(N3CCOCC3)cc2)cc1
  -2% | -12% | -3%

# Every second line gives: N370S GC mod | KAT2A inh | FEN1 inhibitor
Cc1cccc(NC(=O)CCC(=O)c2cccs2)n1
  -12% | -7% | 8%
O=[N+]([O-])c1ccc2nc(C(O)C(O)c3nc4ccc([N+](=O)[O-])cc4[nH]3)[nH]c2c1 (stereo not drawn)
  -17% | ? | -5%
COc1ccc(OC)c2c1cc(C(=O)N[C@H](C(=O)N1CCC[C@H]1C(=O)O)C(C)C)n2C
  -3% | -6% | 10%
COc1cccc(-c2nccc(NCc3ccc(OC)cc3OC)n2)c1
  ? | -21% | .
COc1ccccc1OCC(=O)N1CCC2(CC1)CC(=O)c1ccccc1O2
  -13% | -2% | -3%
O=P1(O)OP(=O)(O)OP(=O)(O)O1.[Al]
  3% | 31%[activator] | .
Cc1cc(C(=O)N2CCCC(CNS(=O)(=O)c3cccs3)C2)nn1C (stereo not drawn)
  2% | -2% | -1%
COc1ccc(CCC(C)NCc2ccccc2OC)cc1 (stereo not drawn)
  -3% | 1% | 0%
N#C/C(=C\c1ccc(O)c(O)c1)C(=O)NCCCCc1ccccc1
  -30% | ? | .
CCOc1ccc(CCNC(=O)c2cnc3sc(N4CCCCCC4)nn3c2=O)cc1
  . | 2% | -1%

# Sorted by heavy-atom count (smallest number first): some entries from above
# Every second line gives: N370S GC mod | KAT2A inh | FEN1 inhibitor
O=C(Nc1nnc(C2CCCCC2)s1)c1cccs1
  25% | -2% | -1%
Cc1cc(C(=O)N2CCCC(CNS(=O)(=O)c3cccs3)C2)nn1C (stereo not drawn)
  2% | -2% | -1%
COc1nc(N/N=C/c2cc3c(cc2Br)OCO3)nc(N2CCOCC2)n1
  ? | -16% | -10%

# Next section
# Every second line gives: N370S GC mod | KAT2A inh | FEN1 inhibitor
CCSC(=Nc1ccccc1)Nc1ccccc1
  1% | -6% | 10%
Oc1c(Br)cc(Br)cc1CNc1nccs1
  -7% | -14% | -14%
O=C(NNC(=O)C1CC=CCC1)c1ccccc1O (stereo not drawn)
  1% | -4% | 7%
CCCCn1nnnc1NCc1cc(OC)c(OC)cc1OC
  7% | -2% | 10%
O=C(COC(=O)c1ccc(Br)o1)NC1CCCCC1
  3% | 3% | 1%
CCOC(=O)N1CCC(NC(=O)c2ccc(CO)c(C(=O)NC3CCN(C(=O)OCC)CC3)c2)CC1
  7% | -4% | 19%
COc1cccc(OCc2nc3ccccc3c(=O)n2N)c1
  3% | -20% | -4%
CCn1ncc(/C=N/NS(=O)(=O)c2ccc(Cl)cc2)c1C
  3% | 6% | -10%
CS(=O)(=O)ON=C1CCN(S(=O)(=O)c2ccccc2)CC1
  3% | -6% | -3%
COc1cccc(C(=O)Nc2ccc(NC(C)=O)cc2)c1
  -8% | 2% | -12%

# Every second line gives: N370S GC mod | KAT2A inh | FEN1 inhibitor
CC(=O)Cc1nsc(NC(=O)c2c(-c3ccccc3Cl)noc2C)n1
  -2% | 1% | -3%
O=C(NCC(=O)N1CC=C(c2ccccc2)CC1)c1ccc(OC(F)F)cc1
  . | -13% | -9%
Cc1ccccc1C(=O)c1ccc2c(c1)n(C)c(=O)n2C
  7% | 0% | -6%
CCOc1cc(CNn2cnnc2)cc(Cl)c1OCC(=O)NC(C)(C)C
  -3% | -2% | 22%
CCc1ccc(NC(=O)Cn2c(=O)n(CCCCC(=O)NCc3ccccc3Cl)c(=O)c3ccccc32)cc1
  . | -2% | 0%
Cc1ccc(NC(=O)C2CCCN(S(=O)(=O)c3cccc4cccnc34)C2)cc1 (stereo not drawn)
  5% | -6%&-13% | -7%&-5%
O=C(CN1C(=O)S/C(=C\c2ccc(F)cc2)C1=O)NC1C=CS(=O)(=O)C1 (stereo not drawn)
  -3% | -3% | -10%
Cc1ccc(NC(=O)COc2cccnc2[N+](=O)[O-])cc1S(=O)(=O)N1CCCCC1
  4% | -2% | -13%
COc1ccccc1NC(=O)Cn1c(=O)n(Cc2cccs2)c(=O)c2cccnc21
  . | -6% | -10%
Cc1nn(-c2ccc(F)cc2)c(Cl)c1/C=C/C(=O)OCC(=O)Nc1ccc(F)cc1F
  -1% | -11% | -5%

# 2 entries picked at random from the list so far, as already listed:
# Every second line gives: N370S GC mod | KAT2A inh | FEN1 inhibitor
Cc1ccc(NC(=O)COc2cccnc2[N+](=O)[O-])cc1S(=O)(=O)N1CCCCC1
  4% | -2% | -13%
O=C(NCC(=O)N1CC=C(c2ccccc2)CC1)c1ccc(OC(F)F)cc1
  . | -13% | -9%

# More structures
# Every second line gives: N370S GC mod | KAT2A inh | FEN1 inhibitor
CC(C)c1ccc(NC2CCCN(C(=O)CCn3cnnn3)C2)cc1 (stereo not drawn)
  -26% | -5% | -2%
COc1ccc(NC(=O)C2C(c3ccccc3)C2(Cl)Cl)cc1 (stereo not drawn)
  13% | -6% | 0%
Cc1nc(CCN2C(=O)c3ccccc3C2=O)n[nH]1
  9% | -10% | 6%
COc1cc(/C=N/NC(=O)c2cc3c(ccc4ccccc43)o2)cc(OC)c1O
  0% | -4% | .
C=CCn1c2ccccc2c2nnc(SCCN3CCCCC3)nc21
  -9% | -1% | 7%
CCOC(=O)N1CCC2(CC1)OC(=O)C(C)=C2C(=O)NCc1cccc(OC)c1
  . | -3% | -1%
O=C(NCC(c1cccs1)N1CCOCC1)c1cc(-c2ccccn2)nc2ccccc12 (stereo not drawn)
  -4% | 4% | 15%
Cc1ccnc(NC(=O)CN(C)S(=O)(=O)c2cccc3nsnc23)c1
  2% | -18% | 7%
CCCCCSc1nnc(-c2ccc(Br)cc2)o1
  . | -3% | 8%
COc1ccc(CCNC(=O)COc2ccc3c(C)cc(=O)oc3c2)cc1OC
  1% | -3% | 1%

# Every second line gives: N370S GC mod | KAT2A inh | FEN1 inhibitor
Cc1c(Cl)cccc1NS(=O)(=O)c1cn(C)c(=O)n(C)c1=O
  -2% | -7% | 19%
Cc1ccc(/C=N/n2c(-c3cccnc3)n[nH]c2=S)o1
  11% | -12% | -7%
CNC(=O)CN1C(=O)COc2ccc(S(=O)(=O)N3CCCCCC3)cc21
  ? | -24%&-3% | -19%&24%
CC1CCCCN1C(=S)Nc1ccc2nc3n(c(=O)c2c1)CCCCC3 (stereo not drawn)
  5% | -3% | -6%
CN1CCN(c2ccc(CNS(=O)(=O)Cc3cccc(C(F)(F)F)c3)cc2)CC1
  -4% | -14% | -7%
COc1ccc(/C=C/C(=O)NCCCc2ccccc2)cc1OC
  -4% | -4% | -12%
O=C(COC(=O)c1cc(S(=O)(=O)N2CCOCC2)ccc1Cl)NCCc1ccccc1
  . | -1% | -11%
NC(=O)CC(NC(=O)Cc1ccc(Cl)cc1)c1ccc(NCCCN2CCCC2=O)c([N+](=O)[O-])c1 (stereo not drawn)
  0% | -4% | 5%
CCOc1ccc(OCc2ccc(C(=O)Nc3cc(OC)c(OC)c(OC)c3)o2)cc1
  . | -3% | -4%
O=C(NCCC(=O)N1CCNC1=O)OCc1ccccc1
  -1% | -12% | -14%

# Every second line gives: N370S GC mod | KAT2A inh | FEN1 inhibitor
O=S(=O)(NCCc1ccccc1)c1ccc(-n2cnnn2)cc1
  -8% | 3% | -13%
Cn1c(=O)c2c([nH]c(=S)n2CCCc2ccccc2)n(C)c1=O
  -18% | 11µM* | ?
Cc1nn(-c2ccccc2)c2nc(-c3cccs3)cc(C(=O)NN)c12
  ? | -19% | -28%
CCCCCn1c(=S)[nH]c2cc(C(=O)N3CCN(C(=O)OCC)CC3)ccc2c1=O
  -1% | -5% | -2%
O=C(NCCC1=CCCCC1)C1CCC(CNc2nc(=S)[nH]c3ccccc23)CC1 (stereo not drawn)
  -13% | 1% | 2%
Cc1cc(NC(=O)CSc2ncnc3sc(C)c(C)c23)no1
  -3% | 3% | 9%
Cc1cc(OCC(=O)NCC(c2ccc(F)cc2)N2CCOCC2)ccc1Cl (stereo not drawn)
  . | 2% | -10%
Cc1ccc2c(c1)C1(C=CC(=O)C=C1)CC(=O)N2C
  -11% | . | 0%
CCOC(=O)C1=C(C)NC(=O)NC1c1ccc(Br)o1 (stereo not drawn)
  13% | -1% | 12%
CCC(Sc1nc2ccncc2[nH]1)C(=O)Nc1ccc(F)cc1 (stereo not drawn)
  . | -4% | 18%

# Every second line gives: N370S GC mod | KAT2A inh | FEN1 inhibitor
O=C(COC(=O)c1cccc([N+](=O)[O-])c1)Nc1ncc(Br)s1
  . | -2% | -4%
Cc1ccc(-c2ccc(C3C4C=CCC(C)C4C(=O)N3Cc3ccccc3)c(F)c2)cc1 (stereo not drawn)
  0% | . | 2%
CCOC(=O)c1c(S(=O)(=O)NCC(=O)Nc2cccc(F)c2)c(C)n(C)c1C
  -6% | -2% | 22%
NS(=O)(=O)c1cccc(NC(=O)COC(=O)CN2C(=O)c3ccccc3C2=O)c1
  . | 2% | 0%
CCCCN1C(=O)C(NC(=O)C2CC2)(C(F)(F)F)C2=C1CC(C)(C)CC2=O (stereo not drawn)
  3% | -5% | -1%
S=C1NC(c2ccccc2)=NCN1c1ccc(Br)cc1
  9% | 0% | 7%
O=C(Nc1cccc(Cl)c1)c1cccnn1
  -4% | -1% | 0%
CC(=O)C1=C(C)Nc2ncnn2C1c1ccc(Cl)cc1Cl (stereo not drawn)
  8% | -9% | 11%
COC(=O)c1ccccc1NC(=O)CSc1nnc(-c2ccoc2C)n1C
  -5% | -7% | -7%
O=c1[nH]nc(SCCS(=O)(=O)c2ccc(F)cc2)n1-c1ccccc1
  4% | 2% | 10%
O=Cc1c[nH]c2ncccc12
  4% | -21% | -15%
Cc1ccc(NC(=O)Cn2c(-c3nonc3N)nc3ccccc32)cc1Cl
  . | -2% | 6%

# Screens as filed in PubChem BioAssay.

# Only part of the results is shown; the hit share may differ from the screen's.
